Source: PubChem BioAssay
GAA inhib: alpha-glucosidase (human) inhibition | P10253 | purified human GAA, 4-MU-alpha-glucoside fluorescence | Potency, µM (doses to about 76.9 µM), for inactives: at the highest dose activity change, negative = inhibition, actives largely listed as inhibitors | 200,000 tested, 0.005% active | AID 1466;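 note: plate controls were uninhibited enzyme wells for no effect and no-enzyme background for full effect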
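Activity normalized between no-enzyme (basal) and enzyme-only wells. Conditions: 4 nM human enzyme, 400 uM fluorogenic substrate, citrate/phosphate pH 5.0 with Tween-20, 20 min room temperature, compounds up to 77 uM.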
Tau ThT inhib: tau fibrillization inhibition (ThT binding); P10636; recombinant tau K18 P301L, heparin-induced fibrillization, ThT fluorescence; Potency, µM (titrated, usually from 57.4 µM), for inactives: top-dose activity, negative = inhibition, most hits filed as inhibitors; 270,000 tested, 2.1% active; AID 1460; note: % is set by controls: 0 for no effect and ±100 for the full control effect; nearly all actives have a fitted effect of over 55% in size
Target sequence (P10636 561-689 P618L limits assumed): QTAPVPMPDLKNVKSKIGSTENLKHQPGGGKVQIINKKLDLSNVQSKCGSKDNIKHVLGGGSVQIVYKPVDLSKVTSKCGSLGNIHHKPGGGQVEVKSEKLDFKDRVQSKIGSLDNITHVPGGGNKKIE
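Heparin-induced fibrillization of the P301L-mutant K18 repeat-domain fragment of human tau was followed by ThT binding in quantitative high-throughput format.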
Tau fluor cs: counter-screen for tau fibril formation inhibitors; Potency, µM (highest dose often 57.7 µM), without a hit: top-dose activity change, negative = decrease; tau K18 P301L (four-repeat tau fragment) Alexa594 fluorescence, heparin fibrillization; 280,000 tested, 0.93% active; AID 1463; note: % is set by controls: 0 for no effect and ±100 for the full control effect; nearly all actives have a fitted effect of over 55% in size
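Human K18 P301L tau (15 uM unlabeled plus 0.24 uM Alexa 594-labeled, final) in 100 mM sodium acetate pH 7 was mixed with compound and 20 uM heparin and incubated 6 hr at 37 C.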
HTT cytoprotect: cytoprotection in Huntington HTT-Q103 PC12 cell model; 230,000 tested, 0.14% active; Potency, µM (titrated, usually from 56.4 µM), for the others: cytoprotection (ATP increase), most hits filed as activators; PC12 HTT-Q103 induced, cytoprotection, ATP luminescence, 40 h;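 note: % of control where 0% means no effect; nearly all actives have a fitted effect of over 45% in size; toxic huntingtin expression switched on by the ecdysone agonist tebufenozide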
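Readout: ATPlite luminescence (ATP level). Model: stable PC12, inducible Htt exon1 Q103-GFP. Inducer: tebufenozide, 100 nM final. Compounds: dose series. No G418 in medium.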
Tau fibril FP: inhibitors of human tau fibril formation. P10636. K18 P301L tau heparin fibrillization, Alexa594 FP, 6 h. Potency, µM (highest dose often 57.7 µM), for the others: at the highest dose activity, negative = inhibition, actives largely listed as inhibitors. 280,000 tested, 0.39% active; note: % is set by controls: 0 for no effect and ±100 for the full control effect; nearly all actives have a fitted effect of over 55% in size
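Human tau K18 […] P301L fragment, 15 uM unlabeled plus 0.24 uM Alexa 594-labeled tau (final), with compound and 20 uM heparin in 100 mM sodium acetate pH 7; 6 hr at 37 C, then Alexa 594 FP read.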
GAA glycogen: inhibitors or activators of human alpha-glucosidase glycogen cleavage | recombinant GAA, glycogen substrate, Amplex Red glucose oxidase fluorescence | Potency, µM (highest dose often 76.4 µM), inactives show at the top dose activity change, negative = inhibition, hits mostly inhibitors | 300,000 tested, 0.38% active | AID 2100;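 note: 0% = full enzyme reaction and -100% = no-enzyme basal signal; the screen sought inhibitors and activators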
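Recombinant human enzyme (4 nM); glycogen substrate; 37 C, 40 min, pH 5.0. Readout: coupled glucose oxidase/Amplex Red fluorescence.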
aGal spleen mod: inhibitors or activators of human alpha-galactosidase in spleen homogenate; 240,000 tested, 0.008% active; human spleen homogenate, 4MU-alpha-Gal fluorescence, 40 min; Potency, µM (highest dose often 80 µM), without a hit: at the top dose activity change, negative = inhibition, actives largely listed as inhibitors; P06280;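 note: 0% = enzyme with vehicle and -100% = no enzyme basal signal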
Target sequence (P06280 32-429 limits assumed): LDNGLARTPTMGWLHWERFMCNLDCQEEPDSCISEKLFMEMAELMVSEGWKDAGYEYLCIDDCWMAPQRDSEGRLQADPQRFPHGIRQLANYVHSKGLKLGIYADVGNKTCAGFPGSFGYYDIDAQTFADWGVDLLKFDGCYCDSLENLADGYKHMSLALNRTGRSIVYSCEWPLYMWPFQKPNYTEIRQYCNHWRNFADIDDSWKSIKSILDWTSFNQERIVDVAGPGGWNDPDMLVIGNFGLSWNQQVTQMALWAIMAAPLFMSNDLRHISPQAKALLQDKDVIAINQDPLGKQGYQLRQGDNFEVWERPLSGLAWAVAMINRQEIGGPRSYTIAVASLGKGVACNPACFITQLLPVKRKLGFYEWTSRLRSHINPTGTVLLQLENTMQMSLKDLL
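Human spleen homogenate (1 ug) was the enzyme source, with 4-methylumbelliferyl-alpha-D-galactopyranoside (1 mM final) in pH 5.0 citrate buffer with 0.01% Tween-20. Compounds were titrated; after 40 min at 37C, NaOH/glycine stop, 4-MU fluorescence read; AC50 from Hill fits.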
GAA spleen mod: inhibitors or activators of human alpha-glucosidase in spleen homogenate. P10253. human spleen homogenate, 4-MU-alpha-glucoside fluorescence. Potency, µM (highest dose often 79.9 µM), without a hit: at the top dose activity change, negative = inhibition, most hits filed as inhibitors. 240,000 tested, 0.006% active. AID 2112;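 note: 0% = enzyme with vehicle and -100% = no enzyme basal signal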
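Human spleen homogenate (1 ug) with 4-methylumbelliferyl-alpha-D-glucopyranoside (1 mM final) in 50 mM citrate/phosphate pH 5.0, 0.01% Tween-20; 40 min at 37 C. Stopped at pH 10; 4-MU fluorescence Ex 365/Em 440 nm; AC50 by Hill fit.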
Numbers without * were called inactive; ? = inconclusive; . = not tested or not shown; [ ] = another dose, or the depositor's remark. Calls come from the whole dose curve; as a rule, active = well fitted curve in the direction sought with a large enough effect; inconclusive = small, poorly fitted or top-dose-only effect, or another doubt; inactive = no such curve, though single readings can be large; an effect the other way counts as inactive or inconclusive. Potency is the fitted concentration of half-maximal effect.

1. Cc1nc(-c2ccc(Cl)cc2)sc1C1(C)CC(c2cccc([N+](=O)[O-])c2)=NO1 (stereo unspecified)
2. COc1ncnc2sc(-c3ccccc3)cc12
3. NC(=O)[C@@H]1CCCNc2c(I)cc([N+](=O)[O-])cc2C(=O)N[C@@H](Cc2ccccc2)C(=O)N[C@@H](Cc2cnc[nH]2)C(=O)N1
4. CC(=O)Nc1ccc(S(=O)(=O)N2CCCN(S(=O)(=O)c3ccc(C)cc3)CC2)cc1
5. COc1cccc(CC2(CO)CCCN(Cc3cn[nH]c3-c3ccc(F)cc3)C2)c1 (stereo unspecified)
6. O=C1CC(N2CCOCC2)C(=O)N1c1cccc(Cl)c1 (stereo unspecified)
7. COc1ccc(CNC(=O)c2cc3c(s2)CS(=O)C3)cc1 (stereo unspecified)
8. CCCCC(=O)Nc1ccc(NC(=O)c2cccnc2)cn1

compound no.	1	2	3	4	5	6	7	8
GAA inhib	.	-5%	3%	4%	.	-6%	-17%	2%
Tau ThT inhib	6%	-7%	-11%	-18%	1%	3%	-2%	-5%
Tau fluor cs	-4%	-1%	-9%	-16%	-4%	5%	-8%	-5%
HTT cytoprotect	14%[10 µM]	-16%	.	-8%	-8%[10 µM]	-12%	-13%	0%
Tau fibril FP	2%	-8%	0%	-9%	-7%	3%	6%	-4%
GAA glycogen	0%	-21%	-4%	-6%	5%	4%	-15%	-1%
aGal spleen mod	4%	9%	1%	5%	2%	-1%	0%	-5%
GAA spleen mod	7%	5%	-2%	-5%	-5%	-11%	0%	-10%

4 entries drawn at random from those above, as already listed:
7. COc1ccc(CNC(=O)c2cc3c(s2)CS(=O)C3)cc1 (stereo unspecified)
8. CCCCC(=O)Nc1ccc(NC(=O)c2cccnc2)cn1
3. NC(=O)[C@@H]1CCCNc2c(I)cc([N+](=O)[O-])cc2C(=O)N[C@@H](Cc2ccccc2)C(=O)N[C@@H](Cc2cnc[nH]2)C(=O)N1
4. CC(=O)Nc1ccc(S(=O)(=O)N2CCCN(S(=O)(=O)c3ccc(C)cc3)CC2)cc1

compound no.	7	8	3	4
GAA inhib	-17%	2%	3%	4%
Tau ThT inhib	-2%	-5%	-11%	-18%
Tau fluor cs	-8%	-5%	-9%	-16%
HTT cytoprotect	-13%	0%	.	-8%
Tau fibril FP	6%	-4%	0%	-9%
GAA glycogen	-15%	-1%	-4%	-6%
aGal spleen mod	0%	-5%	1%	5%
GAA spleen mod	0%	-10%	-2%	-5%

Among those listed so far, five contain nitrogen in an aromatic ring.
1. Cc1nc(-c2ccc(Cl)cc2)sc1C1(C)CC(c2cccc([N+](=O)[O-])c2)=NO1 (stereo unspecified)
2. COc1ncnc2sc(-c3ccccc3)cc12
3. NC(=O)[C@@H]1CCCNc2c(I)cc([N+](=O)[O-])cc2C(=O)N[C@@H](Cc2ccccc2)C(=O)N[C@@H](Cc2cnc[nH]2)C(=O)N1
5. COc1cccc(CC2(CO)CCCN(Cc3cn[nH]c3-c3ccc(F)cc3)C2)c1 (stereo unspecified)
8. CCCCC(=O)Nc1ccc(NC(=O)c2cccnc2)cn1

compound no.	1	2	3	5	8
GAA inhib	.	-5%	3%	.	2%
Tau ThT inhib	6%	-7%	-11%	1%	-5%
Tau fluor cs	-4%	-1%	-9%	-4%	-5%
HTT cytoprotect	14%[10 µM]	-16%	.	-8%[10 µM]	0%
Tau fibril FP	2%	-8%	0%	-7%	-4%
GAA glycogen	0%	-21%	-4%	5%	-1%
aGal spleen mod	4%	9%	1%	2%	-5%
GAA spleen mod	7%	5%	-2%	-5%	-10%

More records:
9. O=C1CC(c2ccccc2)C(C(=O)O)N1 (stereo unspecified)
10. CC(=O)c1ccc(NC(=O)c2ccc(CNc3c(N4CCCC4)c(=O)c3=O)cc2)cc1
11. CCc1cccc2c(C=C(C#N)C#N)cn(CC(=O)N3CCCCCC3)c12
12. COc1ccccc1CNC(=O)COC(=O)Cc1cccs1
13. N=c1n(CCN2CCCCC2)c2ccccc2n1CC(O)c1ccco1 (stereo unspecified)
14. N#C/C(=C\c1ccc(O)c(O)c1)C(=O)NCCCCc1ccccc1
15. COc1ccc(OCC(O)CNC(=O)c2ccccc2C(=O)O)cc1 (stereo unspecified)
16. COc1cc(C2C(C#N)=C(N)N(Nc3ccccc3)C3=C2C(=O)CC(C)(C)C3)ccc1OCc1cccc(F)c1 (stereo unspecified)

compound no.	9	10	11	12	13	14	15	16
GAA inhib	-12%	-9%[15.4 µM]	3%	0%	.	.	-4%	6%
Tau ThT inhib	-7%	-5%	-5%	-4%	-5%	16µM*	-13%	-14%
Tau fluor cs	-1%	-6%	1%	-3%	-10%	14µM*[quencher]	-11%	?
HTT cytoprotect	-2%	8%[10 µM]	-15%	-5%	-9%[10 µM]	-45%[inhibitor]	.	-40%[inhibitor]
Tau fibril FP	4%	0%	-6%	4%	-3%	2%	0%	-1%
GAA glycogen	-15%	2%	0%	-6%	3%	.	-2%	-8%
aGal spleen mod	2%	-4%	-14%	3%	0%	-6%	2%	?
GAA spleen mod	-2%	0%	-3%	10%	-14%	-7%	1%	10%

17. O=C(O)c1cccc2c1C(=O)N(CC1CCCO1)C2 (stereo unspecified)
18. COc1ccc(OC)c(NC(=O)Cn2c(=O)n(-c3cccc(C)c3)c(=O)c3c2c2cc(C)ccc2n3C)c1
19. CN(C)Cc1ccccc1Cc1ccccc1
20. CC(=O)OCC1OC(c2ccc3c(c2)OCO3)C=CC1OC(C)=O (stereo unspecified)
21. Cc1ccccc1C(=O)NCC(=O)O
22. CC(=O)Nc1cccc(NC(=O)c2sc3ncn(CC(=O)N4CCCCC4)c(=O)c3c2C)c1
23. CCCC(=O)Nc1ccc(-c2nc3cc(C)ccc3o2)cc1
24. COc1ccccc1-c1nnc(NC(=O)C2=COCCO2)o1

compound no.	17	18	19	20	21	22	23	24
GAA inhib	3%	.	-2%	.	-10%	-6%	0%	1%
Tau ThT inhib	1%	-9%	0%	2%[11.5 µM]	0%	10%	-7%	8%
Tau fluor cs	3%	-26%	5%	2%[11.6 µM]	2%	4%	-20%	6%
HTT cytoprotect	23%[10 µM]	.	.	-72%[inhibitor][10 µM]	-16%[10 µM]	24%[1.9 µM]	-65%[inhibitor]	16%[10 µM]
Tau fibril FP	3%	-12%	4%	-7%[11.6 µM]	-7%	3%	-14%	7%
GAA glycogen	-3%	10%[76.3 µM]	8%	.	-12%	9%	3%	1%
aGal spleen mod	10%	.	1%	-3%[17.5 µM]	9%	-4%	-8%	-18%
GAA spleen mod	7%	.	4%	4%[17.4 µM]	-6%	-8%	-5%	2%

25. COc1ccc(OC)c(C(C)NC(=O)Nc2ccccc2)c1 (stereo unspecified)
26. Cc1ccc(-c2nn3c(=O)c(C)nnc3s2)cc1
27. Cc1ccc(-c2nc3cc(N)ccc3o2)cc1
28. Clc1cc2nc[nH]c2cc1Cl
29. COC(=O)c1ccc(/C=N/Nc2nc(C)c(C)s2)cc1
30. CCOC(=O)c1c(Nc2ccc(C)c(C)c2)nnc(-c2ccccc2)c1-c1ccccc1
31. c1coc(CN2CCN(C(c3cccs3)c3nnnn3C3CCCC3)CC2)c1 (stereo unspecified)
32. Cc1ccc(C(=O)O/N=C/c2c(N3CCOCC3)n(C)c3ccccc23)cc1

compound no.	25	26	27	28	29	30	31	32
GAA inhib	-6%	4%	-10%	.	?	.	-3%	-1%
Tau ThT inhib	3%	-12%	?	.	?	-12%	6%	-15%
Tau fluor cs	0%	-4%	-16%	12%	?	-6%	1%	?
HTT cytoprotect	.	-6%[10 µM]	-51%[inhibitor]	-1%[10 µM]	-2%[10 µM]	.	-6%	-15%
Tau fibril FP	2%	3%	12%	3%	?	-4%	1%	?
GAA glycogen	-2%	6%	6%	3%	9%	-2%[76.3 µM]	7%	-18%
aGal spleen mod	5%	6%	4%	3%	-4%	.	-5%	-8%
GAA spleen mod	12%	-4%	-2%	6%	-4%	.	-9%	-10%

33. Cc1ccc(-c2nnc(SCC(N)=O)n2C)cc1
34. CCOc1ccc(-n2c(SCC(=O)Nc3ccccc3OC)nc3c(oc4ccccc43)c2=O)cc1
35. O=S(=O)(c1ccc(Oc2ccc(Br)cc2F)nc1)N1CCCCC1
36. CC(Nc1ccccc1CO)C(=O)Nc1cccc(Cl)c1Cl (stereo unspecified)
37. CCN(CC)C(=O)C1CCCN(c2ccc([N+](=O)[O-])cc2/C=N/NC(=O)c2ccc([N+](=O)[O-])cc2)C1 (stereo unspecified)
38. Cc1ccc(Nc2cc(C)c3c(O)cccc3n2)cc1C
39. CCOc1ccc(CCNC(=O)C(CCC(N)=O)NC(=O)OCc2ccccc2)cc1OCC (stereo unspecified)
40. O=C1NC[C@H](Cc2ccccc2)N(CCc2cccc(F)c2)C1=O
41. Cc1ccc(NC(=O)NC2CCCCC2)c(C)c1
42. O=C1NC(=O)c2cc(NC(=O)C3CCCO3)ccc21 (stereo unspecified)
43. COc1ccnc(Oc2ccc3ccccc3c2)c1C#N

compound no.	33	34	35	36	37	38	39	40	41	42	43
GAA inhib	?	.	-10%	-4%	5%	.	-3%	.	-7%	1%	-12%
Tau ThT inhib	4%	-5%	0%	-1%	?	.	-16%	4%	9%	-15%	-6%
Tau fluor cs	14%	-15%	-21%	-16%	-6%	14µM*[quencher]	-18%	1%	10%	-10%	-6%
HTT cytoprotect	10%[10 µM]	.	-1%	9%	4%	-10%[10 µM]	7%	3%[10 µM]	-11%[0.074 µM]	18%	8%
Tau fibril FP	-4%	-9%	6%	1%	-4%	?	-7%	1%	0%	0%	4%
GAA glycogen	3%	9%[76.3 µM]	-7%	4%	-11%	?	12%	2%	0%	17%	-1%
aGal spleen mod	5%	.	2%	-6%	-1%	9%	0%	1%	1%	4%	5%
GAA spleen mod	-1%	.	-3%	-6%	2%	-1%	-3%	4%	-2%	-11%	-7%
